High-throughput results: PubChem BioAssay, National Center for Advancing Translational Sciences (NCATS)
FLuc counter: counter-screen for miR-21 project: firefly luciferase inhibitors or activators; Potency, µM (doses to about 57.5 µM), for the others: at the top dose activity change, negative = inhibition, actives largely listed as inhibitors; P08659; 360,000 tested, 6.9% active; purified FLuc, Km substrates, luminescence inhibition;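 note: plate controls were vehicle for no effect and reference inhibitor for full effect; nearly all actives have a fitted effect of over 55% in size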
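Purified P. pyralis luciferase (10nM final) with 10uM D-luciferin and 10uM ATP (Km levels) in 50mM Tris acetate pH 7.5, 10mM Mg acetate, 0.01% Tween-20, 0.05% BSA; qHTS 6-point titration, ~60 µM downward; luminescence read.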
ELG1 genotox: induces genotoxicity in HEK293T cells with luciferase-tagged ELG1; HEK293T ELG1-luciferase reporter, luminescence, 16 h; Potency, µM (titrated, usually from 46 µM), inactives show at the highest dose activity change, positive = activation, actives largely listed as activators; 330,000 tested, 1.3% active; AID 504466; note: % of control where 0% means no effect; nearly all actives have a fitted effect of over 60% in size
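HEK293T cells expressing luciferase-tagged ELG1 were treated with compound or DMSO for 16 hr at 37°C. Luciferase activity was then read after 30 min with ONE-Glo at room temperature; rising signal flags genetic stress.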
Rab9 prom act: activators of Rab9 promoter; Huh7 Rab9 promoter-luciferase reporter, luminescence, 24 h; Potency, µM (series often up to 9.22 µM), inactives show top-dose activation, negative = inhibition, usual class: activators; 320,000 tested, 2.8% active; note: % of control where 0% means no effect; nearly all actives have a fitted effect of over 60% in size
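Huh7 reporter line, Rab9 promoter upstream of luciferase. Compound exposure 24 h at 37 °C in reduced-serum medium with 10% FBS. Read-out: luminescence.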
RORg inh: blocks mouse ROR gamma transcriptional activity; Drosophila S2 Gal4-RORgamma UAS-luciferase reporter, 20 h; AID 2551; 310,000 tested, 5.4% active; Potency, µM (titrated, usually from 53.6 µM), for inactives: at the highest dose activity change, negative = inhibition, usual class: inhibitors; note: % is set by controls: 0 for no effect and ±100 for the full control effect; nearly all actives have a fitted effect of over 60% in size
Target sequence (P51450 whole entry, looked up, the tested form may be a part): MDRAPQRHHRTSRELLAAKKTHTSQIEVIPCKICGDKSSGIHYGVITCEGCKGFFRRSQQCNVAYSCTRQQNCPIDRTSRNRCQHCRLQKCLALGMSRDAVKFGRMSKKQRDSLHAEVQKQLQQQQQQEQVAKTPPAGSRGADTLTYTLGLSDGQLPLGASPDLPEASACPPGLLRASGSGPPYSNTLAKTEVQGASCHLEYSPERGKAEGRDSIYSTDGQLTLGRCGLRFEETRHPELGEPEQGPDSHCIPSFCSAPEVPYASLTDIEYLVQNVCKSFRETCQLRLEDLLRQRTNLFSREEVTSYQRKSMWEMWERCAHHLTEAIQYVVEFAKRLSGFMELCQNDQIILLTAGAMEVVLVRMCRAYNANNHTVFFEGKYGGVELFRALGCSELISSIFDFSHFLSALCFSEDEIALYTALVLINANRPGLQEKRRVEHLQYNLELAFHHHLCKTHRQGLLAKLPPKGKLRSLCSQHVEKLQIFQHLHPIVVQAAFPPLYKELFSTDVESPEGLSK
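Luciferase reporter read in Schneider cells carrying Gal4-RORγ (mouse) and UAS-Photinus luciferase; cells given compound 1 h before 700 uM copper sulfate induction, then incubated 20 h at ambient temperature.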
NPC1 prom act: NPC1 promoter activation | Huh7 NPC1 promoter luciferase reporter, 24 h | Potency, µM (series often up to 9.22 µM), for inactives: top-dose activation, actives largely listed as activators | 320,000 tested, 2.4% active | AID 485313;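 note: % of control where 0% means no effect; nearly all actives have a fitted effect of over 60% in size; reporter is driven by a mutant NPC1 promoter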
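Stable NPC1-promoter luciferase Huh7 line; cpd (DMSO) 24 h, 37 °C, 5% CO2; Amplite luciferase reagent 10 min RT; luminescence readout. qHTS format.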
p53 reactivation: mutant p53 re-activation in reporter cells. H1299 p53-A138V BP100-luciferase reporter, luminescence, 24 h. Potency, µM (top dose mostly 92.2 µM), for the others: at the top dose activity change, positive = activation, most hits filed as activators. 320,000 tested, 0.063% active; note: % of control where 0% means no effect; nearly all actives have a fitted effect of over 45% in size
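p53-null H1299 cells stably carrying temperature-sensitive p53-A138V and a BP100-luciferase reporter were pinned with compounds (4-point, 1:5 series) and held 24 hrs at 37 deg C. Luminescence was read 10 min after detection reagent.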
Gal4-VP16 FLuc: Gal4-VP16 reporter inhibition counter-screen; Potency, µM (titrated, usually from 53.6 µM), without a hit: at the highest dose activity, negative = inhibition, most hits filed as inhibitors; AID 2546; Drosophila S2 Gal4-VP16 UAS-luciferase, luminescence, 20 h; 310,000 tested, 3.5% active;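 note: Gal4-VP16 expression switched on by copper sulfate through the metallothionein promoter; % is set by controls: 0 for no effect and ±100 for the full control effect; nearly all actives have a fitted effect of over 50% in size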
MBNL1-CUG inh: MBNL1-poly(CUG) RNA binding inhibition; Potency, µM (highest dose often 57.5 µM), for inactives: at the highest dose activity change, negative = inhibition, most hits filed as inhibitors; TR-FRET MBNL1-His/biotin-(CUG)12 binding, 665/545 ratio; 280,000 tested, 0.036% active; AID 2675; Q9NR56; active = well fitted inhibition curve with a large enough effect in the signal ratio, with a control signal flat, not every such curve was filed as active; inconclusive = small, poorly fitted or top-dose-only effect, or effect the other way, or a change in a side signal; inactive = no such curve, though single readings can be large or run the other way; the % refers to the signal ratio; note: % is set by controls: 0 for no effect and ±100 for the full control effect
Target sequence (Q9NR56 whole entry, looked up): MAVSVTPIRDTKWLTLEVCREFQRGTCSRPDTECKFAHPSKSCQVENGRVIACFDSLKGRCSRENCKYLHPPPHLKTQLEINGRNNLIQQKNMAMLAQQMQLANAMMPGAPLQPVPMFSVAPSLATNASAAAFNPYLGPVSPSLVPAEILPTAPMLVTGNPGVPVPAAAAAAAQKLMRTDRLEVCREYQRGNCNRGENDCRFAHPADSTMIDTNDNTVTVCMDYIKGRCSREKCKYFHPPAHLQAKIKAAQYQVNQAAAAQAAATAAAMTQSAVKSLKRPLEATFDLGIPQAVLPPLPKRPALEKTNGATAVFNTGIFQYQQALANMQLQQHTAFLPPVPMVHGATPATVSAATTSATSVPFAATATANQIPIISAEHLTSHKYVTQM
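TR-FRET between His-tagged MBNL1 and biotin-(CUG)12 RNA, detected with Tb anti-His antibody (0.055 ng/ul) and streptavidin-XL665 (5 nM), 60 min at room temperature. Compounds titrated 92 nM to 58 uM; 665/545 nm ratio normalized to buffer and complex controls.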
BRCA1 expr act: BRCA1 expression activation; MCF7-BRCA1-FFLuc reporter, luminescence, 48 h; response scale: scaled: vehicle 0%, 10 µM genistein 100%; 380,000 tested, 1.1% active; AID 624202; Potency, µM (top dose mostly 46.1 µM), for inactives: at the highest dose activation, actives largely listed as activators; note: nearly all actives have a fitted effect of over 80% in size; some results filed as inactive show a strong effect at the top dose
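Luminescence from a BRCA1-driven firefly luciferase in MCF7 cells was the read-out, taken 15 min after substrate addition following 48 h compound exposure at 37 °C. Data were normalized to a 10 microM genistein control and DMSO vehicle.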
uPA surface inh: blocks generation of uPA at the cell surface. AID 540303. cell surface uPA generation assay, qHTS. 330,000 tested, 0.31% active. Potency, µM (titrated, usually from 38.3 µM), without a hit: at the highest dose activity change, negative = inhibition, usual class: inhibitors; active = well fitted inhibition curve with a large enough effect; inconclusive = small, poorly fitted or top-dose-only effect; inactive = no such curve, though single readings can be large or run the other way; tested in mouse RAW 264.7 cells; note: % is set by controls: 0 for no effect and ±100 for the full control effect; nearly all actives have a fitted effect of over 55% in size
* marks the source's active call; other numbers are inactive results; ? = inconclusive; . = not tested or not shown; & = joins results of further samples; [ ] = another dose, or the depositor's remark. Unless noted, calls come from the whole dose curve; as a rule, active = well fitted curve in the direction sought with a large enough effect; inconclusive = small, poorly fitted or top-dose-only effect, or another doubt; inactive = no such curve, though single readings can be large; an effect the other way counts as inactive or inconclusive. Potency is the fitted concentration of half-maximal effect.

SMILES	FLuc counter	ELG1 genotox	Rab9 prom act	RORg inh	NPC1 prom act	p53 reactivation	Gal4-VP16 FLuc	MBNL1-CUG inh	BRCA1 expr act	uPA surface inh
Cc1nnc(SCCC(=O)Nc2ccccc2Cl)o1	0%	-2%	2%	0%	-2%	.	-1%	-5%	7%	-5%
COc1ccc(NC(=O)c2cc(-c3ccccc3OC)on2)cc1	9.5µM*	?	0%	-20%	-3%	?	-14%	8%	-47%	.
CC1(C(=O)NCc2cc(F)cc(C(F)(F)F)c2)C=CC2(CCCCC2)N1C(=O)c1ccccc1 (stereo not given)	1%	0%	-6%	-2%&36%	-3%	2%	-10%&5%	-8%	-28%	6%
Cc1nonc1N1CCN(Cc2cn[nH]c2-c2ccc(F)cc2F)CC1	-2%	-1%	-1%	5%	-3%	0%	4%	4%	9%	-2%
Cc1ccc(C2=C/C(=C\c3cccnc3)C(=O)O2)cc1	?	0%	-3%	43%	1%	4%	-9%	3%	-17%	10%
CC(NC(=O)COc1ccccc1)C(=O)N1CCN(c2ccc(F)cc2)CC1 (stereo not given)	.	1%	.	.	.	1%	.	.	-22%	0%
COc1cc(N)n(S(=O)(=O)c2ccc(C)cc2)n1	-2%	12%	-1%	-2%	2%	2%	0%	-19%	4%	6%
Cc1cc(C)c(NC(=O)CSc2cccc[n+]2[O-])c(C)c1	.	0%	.	.	.	8%	.	.	-7%	2%
Cc1c(NC(=O)COC(=O)C2(c3ccccc3F)CCCC2)c(=O)n(-c2ccccc2)n1C	1%	-2%	13%	1%	-12%	-1%	3%	.	10%	3%
CCOCCCn1c(=S)[nH]c2cc(C(=O)NC3CCCC(C)C3C)ccc2c1=O (stereo not given)	2%	15%	2%	?	-7%	8%	-14%	10%	2%	-2%
O=C(N/N=C/c1ccncc1)C12CC3CC(CC(C3)C1)C2	-13%	4%	-10%	-20%	0%	0%	16%	.	-8%	4%
CCOc1ccc(S(=O)(=O)N2CCCC(C(=O)N3CCN(CC)CC3)C2)cc1Cl (stereo not given)	-1%	-7%	-4%	-9%	-4%	-2%	-2%	8%	-27%	-4%
O=C1[C@@H](c2ccccc2)[C@@H](c2ccccc2)N1c1cccnc1	.	-1%	.	.	.	-20%	.	.	-64%	?
COc1cc(CNC(=O)C2CCCC2)cc(OC)c1OC	2%	0%	0%	11%	-5%	2%	-3%	-7%	-12%	-1%
Cc1[nH]nc2c1C(c1ccsc1C)C(C#N)=C(N)O2 (stereo not given)	4%	0%	-6%	?	-2%	-2%	-3%	8%	4%	-18%
Cc1ccc(CN2C(=O)c3ccccc3C2C(=O)NCC2CCCO2)cc1 (stereo not given)	7%	5%	0%	4%	2%	-1%	-3%	-14%	1%	0%
CC(NC(=O)C(=O)NN=C1CCCCCCC1)c1ccccc1 (stereo not given)	2%	2%	7%	-10%	-2%	8%	4%	6%	41%	-1%
COc1cc(C(=O)OC(C)C(=O)Nc2ccc3c(c2)OCO3)ccc1OCc1c(C)noc1C (stereo not given)	-1%	0%	-3%	2%	-1%	7%	3%	-14%	-12%	1%
CCCn1c(=O)[nH]c(=O)c2c(C(=O)OCC)cc(-c3cccs3)nc21	?	13%	-1%	-40%	9%	7%	-2%	-13%	-48%	-5%
O=C(Cc1cccs1)N(CC1CCCO1)C1(C(=O)NC2CCCC2)CCCCC1 (stereo not given)	-1%	-10%	1%	19%	-4%	16%	13%	-8%	-34%	2%
CC(NC(=S)Nc1ccc(S(N)(=O)=O)cc1)c1ccc2c(c1)OCO2 (stereo not given)	-1%	-4%	-4%	24%	-3%	-4%	0%	-11%	-21%	7%
COc1cc(/C=C/C(=O)N2CCN(C(=O)/C=C/c3cc(OC)c(OC)c(OC)c3)CC2)cc(OC)c1OC	3%	7%	0%	-11%	-4%	-6%	4%	2%	-16%	4%
CNc1ccc(C2(O)C(=O)c3ccccc3C2=O)cc1	-1%	0%	-2%	-6%	-2%	-2%	3%	13%	-4%	3%
CCOC(=O)C1CCN(C(=S)Nc2cccc(C)c2)CC1	3%	1%	0%	-41%	1%	-2%	?	-4%	7%	2%
COc1cccc(CNCCO)c1OCc1ccc(Cl)cc1	5%	-19%	0%	10%	-2%	1%	0%	-11%	-6%	5%
O=C(C[C@@H]1C/C=C\C[C@@H](Cc2ccc(F)cc2)C(=O)OCCNC1=O)NCCO	.	-1%	.	.	.	-3%	.	.	-5%	15%
O=C(NC(C(=O)NCCN1CCOCC1)C12CC3CC(CC(C3)C1)C2)C1CCCCC1 (stereo not given)	9%	2%	-4%	-1%	1%	-2%	7%	4%	1%	1%
CN(C)CCCSc1nc(-c2ccccc2)nc2c1CCC2	-3%	-3%	1%	-28%	-3%	-15%	0%	-13%	8%	-11%
O=C(c1ccoc1)N1CCC(CO)(CCc2ccccc2)CC1	0%	3%	0%	1%	-4%	1%	-18%	1%	-24%	0%
N#Cc1cccc(S(=O)(=O)NCC(=O)NCCCc2ccccc2)c1	0%	-5%	0%	?	0%	1%	-29%	-1%	16%	0%
Cc1ccc(S(=O)(=O)N2CCCN(S(=O)(=O)c3ccc(C)cc3)CC2)cc1	7%	1%	-11%	15%	-4%	6%	-26%	-3%	-42%	0%
CCOC(=O)CSc1nnc(CNC(=O)c2ccc(OC)cc2OC)n1-c1ccc(OC)cc1	-3%	0%	4%	-4%	-7%	-19%	-10%	-8%	-8%	.
COC(=O)Cn1c(O)c(N=NC(=O)CNC(=O)c2ccncc2)c2ccccc21	-2%	-1%	-1%	-3%	-2%	4%	5%	?	-8%	-7%
O=c1cc(N2CCCC2)c2ccccc2o1	-4%	1%	1%	-4%	1%	-6%	-16%	?	5%	-2%
CCCN(CC(=O)Nc1ccccc1C)C(=O)c1ccc(S(=O)(=O)N2CCCCCC2)cc1	1%	5%	-2%	-27%	1%	-16%	-4%	-2%	-21%	-9%
CCOC(=O)c1c(C)[nH]c(C(=O)COC(=O)/C=C/c2ccc3c(c2)OCO3)c1C	0%	14%	1%	41%	1%	5%	-3%	12%	-44%	-5%
CN(CC#CC(O)(c1ccccc1)c1ccccc1)C(C)(C)C	2%	0%	0%	0%	-2%	-6%	2%	.	2%	2%
COc1cc(C(=O)O)ccc1Cl	-2%	5%	-3%	-5%	2%	-1%	-5%	-11%	0%	-1%
O=C(Nc1ccc(-c2nc3ccccc3[nH]2)cc1)c1ccccc1NS(=O)(=O)c1ccc(F)cc1	?	0%	6%	31%	-4%	7%	11%	-4%	3%	4%
Cc1ccccc1-c1nc2ccc(Cl)cc2c(=O)n1O	5%	-10%	-2%	?	-3%	1%	?	-11%	-21%	0%
COc1ccc(-c2cnc(N)n2C)cc1	-7%	2%	-14%	-28%	-1%	8%	0%	0%	1%	1%
Cc1cccc(NC(=O)CCN2CCCCC2)c1	-1%	-4%	8%	18%	-1%	19%	-4%	-3%	-13%	-3%
CCc1cccc(CC)c1NC(=O)C1CSC2(C)CCC(=O)N12 (stereo not given)	-1%	-4%	-1%	.	-1%	0%	.	.	-18%	2%
C=CCN1C(=O)CSc2ccc(C(=O)NCc3cccs3)cc21	-9%	-9%	-4%	26%	-4%	-5%	6%	-4%	-11%	-1%
COc1ccc(Cl)cc1NC(=O)C/C(C)=N/NC(=O)C(=O)NCc1ccccc1	-1%	3%	-6%	33%	-6%	-1%	17%	-3%	-52%	-19%
CCc1nnc(NC(=O)CN2CCC(O)(c3ccccc3OC)CC2)s1	1%	-6%	3%	-1%	13%	7%	-2%	1%	-4%	6%
COc1ccc(CC2CC(=O)N(c3ccc(C)cc3)C2=O)cc1 (stereo not given)	3%	0%	1%	-45%[1.91 µM]	2%	.	16%	3%	-3%	2%
Cc1cc(C)c(S(=O)(=O)c2ccccc2C)c(OCCN(C)C)n1	0%	-5%	-5%	1%	-2%	-5%	1%	-2%	-22%	-4%
Cc1ccccc1NC(=O)COC(=O)CCSc1ccccc1	-8%	3%	21%	-13%	5%	4%	0%	-9%	0%	8%
O=C(Nc1ccc(Cl)c(S(=O)(=O)N2CCCCC2)c1)c1cnccn1	-1%	-1%	-5%	.	-2%	-6%	.	.	-28%	15%
Cc1ccc(Cn2ccc(NC(=O)c3cc(-c4ccccc4)on3)n2)cc1	6%	3%	-4%	0%	-5%	-5%	-9%	1%	7%	2%
O=C1CCC(C(=O)N2CCCCO2)CN1Cc1cccc(C(F)(F)F)c1 (stereo not given)	-3%	12%	1%	42%	1%	?	25%	-7%	-1%	0%
O=c1c(O[C@H]2O[C@@H](CO)[C@H](O)[C@@H](O)[C@@H]2O)c(-c2ccc(O)cc2)oc2cc(O)cc(O)c12	3%	4%	-1%	.	-1%	10%	.	.	0%	4%
